Tau fluor cs = Counterscreen qHTS for Inhibitors of Tau Fibril Formation, Fluorescence Polarization. tau K18 P301L (four-repeat tau fragment) Alexa594 fluorescence, heparin fibrillization. Potency, µM (highest dose often 57.7 µM), for the others: top-dose activity change, negative = decrease. 280,000 tested, 0.93% active; note: potency is the fitted concentration of half-maximal effect; % is set by controls: 0 for no effect and ±100 for the full control effect; nearly all actives have a fitted effect of over 55% in size
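Human K18 P301L tau (15 uM unlabeled plus 0.24 uM Alexa 594-labeled, final) in 100 mM sodium acetate pH 7 was mixed with compound and 20 uM heparin and incubated 6 hr at 37 C.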
Epigenetic reg = Quantitative High-Throughput Screen for Regulators of Epigenetic Control | 280,000 tested, 0.2% active | murine LDR cells, GFP reporter derepression, 30 h | Potency, µM (top dose mostly 53.9 µM), for inactives: top-dose GFP activation, actives largely listed as activators | AID 1865, 2009; note: potency is the fitted concentration of half-maximal effect; % of control where 0% means no effect; nearly all actives have a fitted effect of over 60% in size
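Murine LDR cells bearing a silenced CMV-driven GFP reporter were exposed to compound for 30 h at 37 C. After PBS washes, GFP-positive cells (20-120 um objects) counted by laser-scanning microplate cytometry.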
TR SRC2 fluor cs = Total Fluorescence Counterscreen for Inhibitors of the Interaction of Thyroid Hormone Receptor and Steroid Receptor Coregulator 2. TRb/SRC2 Texas Red total fluorescence interference. Potency, µM (top dose mostly 106 µM), for the others: at the highest dose fluorescence change, negative = quenching. 280,000 tested, 0.29% active. AID 1479, 2009; active = well fitted curve in either direction with a large enough effect; inconclusive = small, poorly fitted or top-dose-only effect; note: potency is the fitted concentration of half-maximal effect; % is set by controls: 0 for no effect and ±100 for the full control effect
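Human TRb ligand-binding domain at 0.6 uM with 20 nM Texas Red SRC2 peptide in Tris buffer containing 1 uM T3 and 5% DMSO, incubated with compound 5 h at ambient temperature. Total fluorescence (555/632 nm) calculated as parallel + 2 × perpendicular.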
GLA spleen mod = qHTS Assay for Inhibitors and Activators of Human alpha-Galactosidase From Spleen Homogenate | Potency, µM (top dose mostly 80 µM), for inactives: at the top dose activity change, negative = inhibition, actives largely listed as inhibitors | Alpha-galactosidase A (Homo sapiens), P06280 | human spleen homogenate, 4MU-alpha-Gal fluorescence, 40 min | 240,000 tested, 0.008% active;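 note: potency is the fitted concentration of half-maximal effect; 0% = enzyme with vehicle and -100% = no enzyme basal signal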
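Fluorogenic readout (Ex 365/Em 440 nm) of 4-methylumbelliferone released from 1 mM 4-MU-alpha-galactoside by spleen homogenate, 40 min at 37C, pH 5.0. Data normalized to no-enzyme and enzyme controls; Hill-equation AC50 from compound titrations.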
Tau FP inhib = qHTS for Inhibitors of Tau Fibril Formation, Fluorescence Polarization; 280,000 tested, 0.39% active; Microtubule-associated protein tau (Homo sapiens), P10636; K18 P301L tau heparin fibrillization, Alexa594 FP, 6 h; AID 1468, 2008; Potency, µM (highest dose often 57.7 µM), for inactives: at the top dose activity, negative = inhibition, hits mostly inhibitors; note: potency is the fitted concentration of half-maximal effect; % is set by controls: 0 for no effect and ±100 for the full control effect; nearly all actives have a fitted effect of over 55% in size
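Steps: dispense K18 P301L tau (15 uM plus 0.24 uM Alexa 594 tracer, final) in pH 7 sodium acetate; add compound; add heparin (20 uM final); incubate 6 hr, 37 C; add ThT (30 uM final); after 1 hr ambient, read FP.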
NPSR antagonist = qHTS Assay for Antagonists of the Neuropeptide S Receptor: cAMP Signal Transduction | CHO-NPSR cells, cAMP TR-FRET, antagonist mode | AID 1461, 2008 | Potency, µM (highest dose often 38.3 µM), for inactives: at the highest dose activity change, negative = inhibition, actives largely listed as inhibitors | 220,000 tested, 1% active | Q6W5P4; note: potency is the fitted concentration of half-maximal effect; % is set by controls: 0 for no effect and ±100 for the full control effect; nearly all actives have a fitted effect of over 50% in size; many of its hits are not listed in these tables
Target sequence (Q6W5P4 whole entry, looked up): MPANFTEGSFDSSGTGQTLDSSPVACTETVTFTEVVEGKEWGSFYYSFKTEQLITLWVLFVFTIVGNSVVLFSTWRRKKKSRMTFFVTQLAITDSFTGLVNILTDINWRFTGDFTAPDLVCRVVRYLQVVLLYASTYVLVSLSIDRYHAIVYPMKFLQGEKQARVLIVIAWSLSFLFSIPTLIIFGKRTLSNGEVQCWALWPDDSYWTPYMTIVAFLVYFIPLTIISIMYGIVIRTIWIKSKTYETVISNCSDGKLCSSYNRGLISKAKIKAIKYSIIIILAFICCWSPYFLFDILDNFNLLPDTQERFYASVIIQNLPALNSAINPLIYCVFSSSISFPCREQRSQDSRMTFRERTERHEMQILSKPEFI
CBFb RUNX1 block = qHTS Assay for Compounds Blocking the Interaction Between CBF-beta and RUNX1 for the Treatment of Acute Myeloid Leukemia | AlphaScreen CBFb-His/RUNX1-biotin binding, biochemical | Potency, µM (doses to about 59.8 µM), without a hit: at the top dose activity, negative = inhibition, most hits filed as inhibitors | 230,000 tested, under 10 active | AID 1477, 2009; note: % of control where 0% means no effect
Target sequence (Q01196 whole entry, looked up): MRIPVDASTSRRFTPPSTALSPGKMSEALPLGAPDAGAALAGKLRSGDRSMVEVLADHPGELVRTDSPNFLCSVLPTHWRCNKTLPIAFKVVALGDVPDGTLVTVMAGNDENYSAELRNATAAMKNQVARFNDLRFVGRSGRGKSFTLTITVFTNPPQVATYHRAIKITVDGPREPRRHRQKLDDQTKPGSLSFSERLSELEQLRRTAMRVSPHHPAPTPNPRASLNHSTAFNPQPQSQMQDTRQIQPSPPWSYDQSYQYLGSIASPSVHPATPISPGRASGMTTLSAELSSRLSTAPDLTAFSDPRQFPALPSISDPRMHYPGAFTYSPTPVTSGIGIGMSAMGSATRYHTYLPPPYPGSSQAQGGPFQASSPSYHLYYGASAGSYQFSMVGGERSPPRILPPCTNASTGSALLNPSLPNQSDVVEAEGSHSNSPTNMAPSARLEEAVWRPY
Target sequence (Q13951 whole entry, looked up): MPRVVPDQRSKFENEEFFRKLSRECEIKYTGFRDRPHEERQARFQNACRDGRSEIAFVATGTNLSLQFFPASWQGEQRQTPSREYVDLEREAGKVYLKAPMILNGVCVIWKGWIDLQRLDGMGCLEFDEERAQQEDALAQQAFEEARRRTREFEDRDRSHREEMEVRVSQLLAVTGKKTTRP
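AlphaScreen proximity signal reports loss of binding between His-tagged CBF-beta and biotin-labelled RUNX1, each at 30 nM. Proteins are pre-associated for 20 minutes, compounds added for 15 minutes, then beads for 90 minutes, all at ambient temperature.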
TRb SRC2 PPI = qHTS for Inhibitors of the Interaction of Thyroid Hormone Receptor and Steroid Receptor Coregulator 2 | Thyroid hormone receptor beta (Homo sapiens), P10828 | AID 1469, 2008 | 280,000 tested, 0.065% active | Potency, µM (titrated, usually from 106 µM), for inactives: at the top dose activity change, negative = inhibition, actives largely listed as inhibitors | TRbeta-SRC2 peptide binding, fluorescence polarization; receptor liganded with 1 µM T3;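 note: potency is the fitted concentration of half-maximal effect; plate controls were bound peptide for no effect and peptide without receptor for full effect; nearly all actives have a fitted effect of over 50% in size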
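Assay buffer: 20 mM Tris-HCl, 100 mM NaCl, 10% glycerol, 1 mM EDTA, 0.01% NP-40, 1 mM DTT, 1 uM T3, 5% DMSO; TRb LBD 0.6 uM, Texas Red SRC2 20 nM; FP after 5 hr.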
Numbers without * were called inactive; [ ] = dose if it differs, or a comment. Unless noted, calls come from the whole dose curve; as a rule, active = well fitted curve in the direction sought with a large enough effect; inconclusive = small, poorly fitted or top-dose-only effect, or another doubt; inactive = no such curve, though single readings can be large; an effect the other way counts as inactive or inconclusive. Not all compounds are listed. The share of hits here may be higher or lower than overall.

Screening Cc1cccc(-c2nc3ccccc3c(=O)n2NC(=O)/C=C/c2ccc([N+](=O)[O-])cc2)c1 returned Tau fluor cs 12%, Epigenetic reg 2.0%, TR SRC2 fluor cs 7%, GLA spleen mod 12%, Tau FP inhib 11%, NPSR antagonist -7%, CBFb RUNX1 block -3% and TRb SRC2 PPI 6%.
`CC(C)(C)c1ccc(C(=O)NNC(=O)Cc2cccc3ccccc23)cc1` gave Tau fluor cs -11%, Epigenetic reg 2.7%, TR SRC2 fluor cs 1%, GLA spleen mod -3%, Tau FP inhib -10%, NPSR antagonist -23%[46.1 µM], CBFb RUNX1 block 5% and TRb SRC2 PPI 3%.
Cc1cc(C)cc(NC(=O)N2CCCC2C(=O)NCc2ccco2)c1 (stereo not given) was read as Tau fluor cs -6%, Epigenetic reg -0.1%, TR SRC2 fluor cs -2%, GLA spleen mod 4%, Tau FP inhib 4%[2.34 µM], NPSR antagonist -2%, CBFb RUNX1 block 1% and TRb SRC2 PPI 0%.
For CCOC(=O)c1c(C)[nH]c(C)c1S(=O)(=O)N1CCCC(C(=O)N2CCN(c3ccccc3F)CC2)C1 (stereo not given) the results were Tau fluor cs 1%, Epigenetic reg -1.3%, TR SRC2 fluor cs -5%, Tau FP inhib 5% and TRb SRC2 PPI -9%.
`C=CC(=C)CCC=C(C)C` gave TR SRC2 fluor cs -1%, GLA spleen mod 4%, CBFb RUNX1 block 2%[21.7 µM] and TRb SRC2 PPI 2%.
`Cc1nc(-c2ccc(C(=O)Nc3ccc(F)cc3)cc2)cs1` gave Tau fluor cs -6%, Epigenetic reg 2.3%, TR SRC2 fluor cs -5%, GLA spleen mod 2%, Tau FP inhib -8%, NPSR antagonist -40%, CBFb RUNX1 block 2% and TRb SRC2 PPI 9%.
For O=[N+]([O-])c1cc(C=Nc2ccc3ccccc3c2)ccc1Br the results were Tau fluor cs -27%, Epigenetic reg 0.0%, TR SRC2 fluor cs -20%, GLA spleen mod 2%, Tau FP inhib 4%, NPSR antagonist -9%[46.1 µM], CBFb RUNX1 block inconclusive and TRb SRC2 PPI 11%.
`CCOc1ccc(NC2=C(Cl)C(=O)N(C3CCCCC3)C2=O)cc1` gave Tau fluor cs 0%, Epigenetic reg -1.8%, TR SRC2 fluor cs 1%, GLA spleen mod -4%, Tau FP inhib -4%, NPSR antagonist -7%, CBFb RUNX1 block -10% and TRb SRC2 PPI 5%.
For N#C/C(=C(O)\C=C\c1ccccc1)c1nc2ccccc2[nH]1 the results were Tau fluor cs 17%[0.0958 µM], Epigenetic reg 7.0%, TR SRC2 fluor cs 0%, GLA spleen mod 10%, Tau FP inhib 2%[0.0958 µM], NPSR antagonist -3%, CBFb RUNX1 block 0% and TRb SRC2 PPI -1%.
Screening CCCCN(C)C(=S)Nc1ccc2nc(N3CCN(CC)CC3)cc(C)c2c1 returned Tau fluor cs -27%, Epigenetic reg -6.7%, TR SRC2 fluor cs 0%, GLA spleen mod 10%, Tau FP inhib 10%, NPSR antagonist -17%, CBFb RUNX1 block 7% and TRb SRC2 PPI 1%.

3 entries already listed, ordered by number of heavy atoms, highest first.
For CCOC(=O)c1c(C)[nH]c(C)c1S(=O)(=O)N1CCCC(C(=O)N2CCN(c3ccccc3F)CC2)C1 (stereo not given) the results were Tau fluor cs 1%, Epigenetic reg -1.3%, TR SRC2 fluor cs -5%, Tau FP inhib 5% and TRb SRC2 PPI -9%.
Screening Cc1cccc(-c2nc3ccccc3c(=O)n2NC(=O)/C=C/c2ccc([N+](=O)[O-])cc2)c1 returned Tau fluor cs 12%, Epigenetic reg 2.0%, TR SRC2 fluor cs 7%, GLA spleen mod 12%, Tau FP inhib 11%, NPSR antagonist -7%, CBFb RUNX1 block -3% and TRb SRC2 PPI 6%.
`C=CC(=C)CCC=C(C)C` gave TR SRC2 fluor cs -1%, GLA spleen mod 4%, CBFb RUNX1 block 2%[21.7 µM] and TRb SRC2 PPI 2%.

More entries
`Nc1nc(-c2cccnc2)nc(N2CCCCC2)n1` gave Tau fluor cs -7%, Epigenetic reg 0.4%, TR SRC2 fluor cs -1%, GLA spleen mod -4%, Tau FP inhib -3%, NPSR antagonist -1%[7.67 µM], CBFb RUNX1 block -4% and TRb SRC2 PPI 0%.
For O=C(O)c1ccc(Nc2nc(-c3cc4ccccc4oc3=O)cs2)cc1O the results were Tau fluor cs inconclusive, Epigenetic reg inconclusive, TR SRC2 fluor cs -26%, GLA spleen mod -7%, Tau FP inhib 1%, NPSR antagonist -30%, CBFb RUNX1 block 29% and TRb SRC2 PPI 23%.
For O=C(CSc1nnc2c(n1)[nH]c1ccc(S(=O)(=O)N3CCOCC3)cc12)Nc1ccccc1Cl the results were Tau fluor cs -16%, Epigenetic reg inconclusive, TR SRC2 fluor cs -3%, GLA spleen mod -1%, Tau FP inhib -16%, NPSR antagonist -45%, CBFb RUNX1 block 3% and TRb SRC2 PPI 5%.
Cc1ccc(CNC(=O)Cc2nc3nc(C)cc(C)n3n2)cc1 was read as Tau fluor cs -6%, Epigenetic reg 0.0%, TR SRC2 fluor cs 2%, GLA spleen mod -9%, Tau FP inhib 3%, NPSR antagonist 3%, CBFb RUNX1 block 6% and TRb SRC2 PPI 9%.
`CCOc1ccc(NC(=O)CN2CCC(n3cnc4cc(F)ccc43)CC2)cc1` gave Tau fluor cs -10%, Epigenetic reg 4.2%, TR SRC2 fluor cs 0%, GLA spleen mod -2%, Tau FP inhib 3%, NPSR antagonist -15%, CBFb RUNX1 block 8% and TRb SRC2 PPI -2%.
`COc1cccc(/C=N/NC(=O)CNC(=O)CCc2ccccc2)c1O` gave Tau fluor cs -6%, Epigenetic reg 0.5%, TR SRC2 fluor cs -3%, GLA spleen mod 4%, Tau FP inhib 1%, NPSR antagonist 48%, CBFb RUNX1 block -3% and TRb SRC2 PPI 4%.
For O=S(=O)(Nc1ccccn1)c1ccc(C(F)(F)F)cc1Cl the results were Tau fluor cs -7%, Epigenetic reg 2.2%, TR SRC2 fluor cs -3%, GLA spleen mod -13%, Tau FP inhib -3%, NPSR antagonist -3%, CBFb RUNX1 block 0% and TRb SRC2 PPI 1%.
For Cc1nnsc1C(=O)NC(=O)Nc1ccc(F)c(Cl)c1 the results were Tau fluor cs 15%[0.0958 µM], Epigenetic reg -1.7%, TR SRC2 fluor cs -1%, GLA spleen mod 5%, Tau FP inhib -5%[0.0958 µM], NPSR antagonist 0%, CBFb RUNX1 block 8% and TRb SRC2 PPI 1%.
`COc1ccc(C(C[N+](=O)[O-])c2c(-c3ccccc3)cc3ccccn23)c(OC)c1` (stereo not given) gave Tau fluor cs -1%, Epigenetic reg inconclusive, TR SRC2 fluor cs -1%, GLA spleen mod 9%, Tau FP inhib -4%, NPSR antagonist -15%[46.1 µM], CBFb RUNX1 block inconclusive and TRb SRC2 PPI 7%.
`CSc1nccc(Oc2cccc(C#N)c2)n1` gave Tau fluor cs 6%, Epigenetic reg -0.9%, TR SRC2 fluor cs -1%, GLA spleen mod 3%, Tau FP inhib 1%, NPSR antagonist 3%, CBFb RUNX1 block 6% and TRb SRC2 PPI -6%.
`CCOC(=O)c1cc2oc(C(c3nnnn3C3CCCCC3)N3CCOCC3)cc2[nH]1` (stereo not given) gave Tau fluor cs -15%, Epigenetic reg 4.7%, TR SRC2 fluor cs -5%, GLA spleen mod -10%, Tau FP inhib 5%, NPSR antagonist -19%[46.1 µM], CBFb RUNX1 block -8% and TRb SRC2 PPI -3%.
`C=CCNC(=O)/C(=C/c1cn(-c2ccccc2)nc1-c1cccc([N+](=O)[O-])c1)NC(=O)c1ccccc1` gave Tau fluor cs inconclusive, Epigenetic reg -0.9%, TR SRC2 fluor cs 1%, GLA spleen mod -6%, Tau FP inhib inconclusive, NPSR antagonist -17%[46.1 µM], CBFb RUNX1 block 1% and TRb SRC2 PPI 5%.
Screening O=C(NCc1ccco1)C(c1ccccc1)N(Cc1ccccc1)C(=O)Cn1nnc2ccccc21 (stereo not given) returned Tau fluor cs -8%, Epigenetic reg -1.0%, TR SRC2 fluor cs 1%, GLA spleen mod -7%, Tau FP inhib 2%, NPSR antagonist -28%, CBFb RUNX1 block -6% and TRb SRC2 PPI 13%.
Cc1ccc(C)c(NC(=O)CCn2nc(C)cc2C)c1 was read as Tau fluor cs 7%, Epigenetic reg 3.6%, TR SRC2 fluor cs -2%, GLA spleen mod 21%, Tau FP inhib 12%, NPSR antagonist -9%[46.1 µM], CBFb RUNX1 block 5% and TRb SRC2 PPI -6%.
For CSCCC(C(=O)Nc1ccc2c(c1)OCO2)N1C(=O)c2ccccc2C1=O (stereo not given) the results were Tau fluor cs -12%, Epigenetic reg 0.0%, TR SRC2 fluor cs 1%, GLA spleen mod 7%, Tau FP inhib -1%, NPSR antagonist -12%[46.1 µM], CBFb RUNX1 block 0% and TRb SRC2 PPI 7%.
CCN(CC)C(=O)CCS(=O)(=O)c1cccc2nonc12 was read as Tau fluor cs -2%, Epigenetic reg 2.1%, TR SRC2 fluor cs -2%, GLA spleen mod -3%, Tau FP inhib 1%, NPSR antagonist 7%, CBFb RUNX1 block 14% and TRb SRC2 PPI -1%.
Screening CC(C)CCNC(=O)NC(=O)CSc1ncccn1 returned Tau fluor cs -3%, Epigenetic reg 1.1%, TR SRC2 fluor cs -5%, GLA spleen mod 1%, Tau FP inhib -4%, NPSR antagonist 12%, CBFb RUNX1 block 1% and TRb SRC2 PPI -9%.
